hgDAF12 agonist: activates the H. glycines DAF-12 receptor ligand-binding domain; 1.8% of 370,000 active; HEK293 GAL4-hgDAF12 UAS-luciferase reporter, agonist luminescence; normalized to butyrate control; activation, % at 6.8 µM;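 active = activation above a cutoff set at the mean of all screened compounds plus 3 SD, cut at about 10% in these data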;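 note: 0% = DMSO wells and 100% = sodium butyrate wells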
DAX1 inh-1: DAX1 (NR0B1) inhibition, primary screen | HEK293T StAR-luciferase reporter, SF-1/DAX-1 repression relief | inhibition, % at 6.8 µM | 1.1% of 370,000 active | AID 652010;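 active = inhibition above the mean over all tested compounds plus 3 SD, cut at about 3.6% in these data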;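 note: 0% = DAX-1 cells with DMSO and 100% = cells lacking DAX-1 with DMSO; higher inhibition means more luminescence from relief of DAX-1 repression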
ssDAF12 agonist: activates DAF-12 receptor from parasite S. stercoralis | 1% of 370,000 active | activation, % at 6.8 µM | HEK293 ssDAF-12/GRIP1 lit1-tk-luc reporter, luminescence; % of 3 µM dafachronic acid response;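 active = activation above the mean over all tested compounds plus 3 SD, cut at about 0.9% in these data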;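 note: 0% = DMSO-only wells and 100% = 3 µM delta7-dafachronic acid wells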
NPR1 activator: GC-A (human) enzyme activation | HEK293 GC-A cells, cGMP TR-FRET, EC30 ANP; 0% at EC30 ANP, 100% saturating ANP | 0.14% of 370,000 active | activation, % at 10 µM | P16066; in the data active = activation above about 40%
Target sequence (P16066 whole entry, looked up): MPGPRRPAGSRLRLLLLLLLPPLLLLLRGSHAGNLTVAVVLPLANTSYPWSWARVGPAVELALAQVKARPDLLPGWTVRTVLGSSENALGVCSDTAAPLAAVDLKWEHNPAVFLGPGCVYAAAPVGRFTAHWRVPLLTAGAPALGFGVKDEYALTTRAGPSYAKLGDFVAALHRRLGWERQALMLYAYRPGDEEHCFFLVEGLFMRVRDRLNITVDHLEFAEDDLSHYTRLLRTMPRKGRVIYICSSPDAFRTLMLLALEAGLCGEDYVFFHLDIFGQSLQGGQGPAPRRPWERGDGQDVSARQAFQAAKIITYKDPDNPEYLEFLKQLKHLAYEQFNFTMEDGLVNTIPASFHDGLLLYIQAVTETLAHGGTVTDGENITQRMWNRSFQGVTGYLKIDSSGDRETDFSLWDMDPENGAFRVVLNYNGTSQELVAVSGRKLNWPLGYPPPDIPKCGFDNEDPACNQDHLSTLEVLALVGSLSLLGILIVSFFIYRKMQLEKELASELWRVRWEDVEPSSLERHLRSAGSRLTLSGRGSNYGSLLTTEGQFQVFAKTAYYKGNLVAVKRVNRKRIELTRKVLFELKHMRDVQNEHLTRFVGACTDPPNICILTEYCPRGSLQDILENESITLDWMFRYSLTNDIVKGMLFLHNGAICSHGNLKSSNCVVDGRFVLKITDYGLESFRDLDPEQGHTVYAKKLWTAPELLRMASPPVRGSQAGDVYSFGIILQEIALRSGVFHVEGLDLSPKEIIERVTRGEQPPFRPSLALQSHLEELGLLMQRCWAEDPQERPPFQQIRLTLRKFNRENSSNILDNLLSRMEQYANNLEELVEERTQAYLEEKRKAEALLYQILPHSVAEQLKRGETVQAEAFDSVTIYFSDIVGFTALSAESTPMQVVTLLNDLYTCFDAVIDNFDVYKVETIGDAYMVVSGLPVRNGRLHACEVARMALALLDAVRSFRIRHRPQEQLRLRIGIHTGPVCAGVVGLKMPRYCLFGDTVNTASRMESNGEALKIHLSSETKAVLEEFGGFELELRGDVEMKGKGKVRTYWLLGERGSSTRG
sPLA2-III inh: Inhibits HGIII-sPLA2 liposome hydrolysis, primary screen. Q9NZ20. QFRET BODIPY PC-A2 liposome hydrolysis, fluorescence. inhibition, % at 12.2 µM. 0.56% of 370,000 active. AID 743126;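 active = inhibition above mean plus 3 SD of compounds lying within the high and low control bounds, cut at about 19% in these data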;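 note: 0% = median of test compound wells and 100% = no enzyme DMSO wells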
SMARCA2 act: activators of SMARCA2 function. MG213 cells, MMTV-luciferase reporter, dexamethasone, overnight. activation, % at 9.1 µM. 1% of 370,000 active. AID 652017; in the data active = activation above about 7.8%;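 note: 0% = vehicle wells and 100% = reference activator wells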
ADAM10 inh: inhibits human ADAM10; O14672; recombinant ADAM10, EDANS/DABCYL FRET peptide cleavage, 3 h; inhibition, % at 7 µM; 0.62% of 370,000 active;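 active = inhibition above a per-campaign cutoff equal to the mean of compounds falling between control-based bounds plus 3 SD, cut at about 20% in these data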;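 note: 0% = DMSO wells while the 100% control is not disclosed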
DAX1 inh-2: NR0B1 (DAX1) inhibition. P51843. HEK293 Gal4-DAX1 luciferase reporter, luminescence. inhibition, % at 6.75 µM. 0.99% of 340,000 active. AID 504766;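 active = inhibition above the mean over all tested compounds plus 3 SD, cut at about 4.2% in these data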;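 note: 0% = DAX1-transfected cells with DMSO and 100% = empty-vector control cells with DMSO; inhibition shows as a rise in luminescence from relieved DAX1 repression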
FXN GAA850 act: increases GAA850 frataxin promoter reporter activity | AID 540364 | HEK293 lucGAA850 FXN promoter luciferase reporter, 24 h; percent of 10 µM SAHA response | 0.56% of 360,000 active | activation, % at 6 µM;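 active = activation above the average of all compounds screened plus 3 SD, cutoff fixed separately per campaign, cut at about 7.5% in these data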;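 note: 0% = DMSO wells and 100% = 10 µM SAHA wells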
GC-B act: GC-B (human) receptor activation. P20594. HEK293-GC-B cells, CNP EC30, cGMP TR-FRET; 0% at EC30 CNP, 100% saturating CNP. activation, % at 10 µM. 0.11% of 370,000 active;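 active = activation at 10 µM reaching about 35% in either raw or pattern-adjusted values, limit read from the data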
hcDAF-12 act: H. contortus DAF-12 activation, primary screen; HEK293 hcDAF-12 lit1-tk-luc reporter, luminescence; 0% DMSO, 100% Δ7-dafachronic acid; activation, % at 6.8 µM; 1.4% of 370,000 active; AID 652067;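 active = activation above the mean of all tested compounds plus 3 SD, cut at about 5.5% in these data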;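 note: 100% = response to 3 µM Δ7-dafachronic acid high control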
Numbers without * were called inactive; x = not tested or not shown.

cpd	smiles	hgDAF12 agonist	DAX1 inh-1	ssDAF12 agonist	NPR1 activator	sPLA2-III inh	SMARCA2 act
1	O=C(CSc1nc2ccccc2o1)NN=C/C=C/c1ccccc1	6.3	1.9	0.2	0	-2	-4
2	Cc1ncc([N+](=O)[O-])n1CC(=O)Nc1ccc(OC(F)(F)Cl)cc1	-2.5	-1.3	-1.3	2	3	-3
3	CSc1ccc(/C=C(/Sc2nnc(-c3ccccc3)o2)C(=O)O)cc1	1.2	0.0	-1.7	1	-7	1
4	COc1ccccc1CNC(=O)C(C)Sc1ccc(C)cc1 (configuration not stated)	-0.1	-0.5	-1.3	-8	5	-2
5	Cc1nn(C)c(C(=O)NNC(=S)NCC(C)C)c1Cl	-1.2	-0.6	-1.3	-1	13	-5
6	CN(C(=O)COC(=O)CCc1c[nH]c2ccccc12)C(c1ccccc1)c1ccccc1	6.0	-0.4	-1.8	-1	-111	-3
7	COc1cc(C2C(C#N)=C(N)N(N(C)C)C3=C2C(=O)CC(C)(C)C3)ccc1O (configuration not stated)	0.6	-0.4	-1.2	0	-17	-3
8	CCOC(=O)/C(=N\Nc1cc(Cl)ccc1Cl)N1CCN(CC)CC1	2.6	-0.1	-1.8	0	-2	-2

cpd	ADAM10 inh	DAX1 inh-2	FXN GAA850 act	GC-B act	hcDAF-12 act
1	19	x	x	-11	0.5
2	0	-1.9	1.6	0	-2.6
3	-6	x	-0.7	2	-2.7
4	-4	-0.3	1.1	0	-1.5
5	5	-0.3	1.7	2	-1.3
6	18	-0.8	1.5	2	-1.8
7	-1	1.5	-0.1	2	-0.9
8	-1	-1.1	0.2	-9	2.7

The results go on.
cpd	smiles	hgDAF12 agonist	DAX1 inh-1	ssDAF12 agonist	NPR1 activator	sPLA2-III inh	SMARCA2 act
9	Cc1cc(C)nc(SC(C)C(=O)Nc2ccc(S(N)(=O)=O)cc2)n1 (configuration not stated)	0.3	0.5	-1.1	6	2	-2
10	Cc1cc(NC(=O)c2cc(-c3ccccc3C)nc3ccccc23)no1	-2.1	-0.4	-0.1	3	-2	-2
11	COc1cccc(C(=O)NCC(c2ccco2)N2CCOCC2)c1 (configuration not stated)	1.4	0.0	-0.7	0	-2	2
12	COC(=O)C1=C(C)N(C)C(=NCc2cccc(C(F)(F)F)c2)NC1c1cccc(F)c1 (configuration not stated)	1.3	-1.1	-0.7	-5	-10	-4
13	O=C(CSc1nnc(NC(=O)C2CC2)s1)Nc1ccccc1Cl	1.8	-0.4	-1.2	1	-2	-4
14	COc1ccccc1CN(C)C[C@@H]1OCc2cnnn2CCCC(=O)N([C@H](C)CO)C[C@H]1C	-0.9	0.5	0.1	-1	-3	-4
15	CCN(CC)CCCn1c(SCC(=O)Nc2cccc(F)c2)nnc1-c1ccoc1C	0.0	0.3	-0.9	-4	0	0
16	COc1cc(OC)cc(C(=O)NNC(=O)CCC(=O)c2cccs2)c1	-0.9	0.0	0.6	-2	8	-2

cpd	ADAM10 inh	DAX1 inh-2	FXN GAA850 act	GC-B act	hcDAF-12 act
9	-3	2.6	-4.6	3	0.4
10	4	0.4	1.4	4	5.0
11	-2	-0.8	0.5	0	-0.1
12	-2	x	x	-5	-1.2
13	-2	1.0	-0.9	-4	5.5
14	0	4.2*	-2.5	-5	0.6
15	9	-0.8	0.7	3	0.7
16	-14	0.1	2.9	1	-1.8

Next structures
cpd	smiles	hgDAF12 agonist	DAX1 inh-1	ssDAF12 agonist	NPR1 activator	sPLA2-III inh	SMARCA2 act
17	CNC(=O)COc1ccc(-c2nn(C)c(=O)c3ccccc23)cc1	-6.5	-0.4	-1.4	-1	-4	-3
18	O=C(Cc1cccs1)N1CCCC(c2nc3c(nnn3Cc3ccccc3Cl)c(=O)[nH]2)C1 (configuration not stated)	0.0	-0.9	-1.6	-2	-35	0
19	COC(=O)[C@H](Cc1ccccc1)NC(=O)Cn1cnc2c(NCc3ccccc3)ncnc21	-4.5	-1.0	-1.1	2	6	-6
20	CCCCc1cc(=O)oc2cc(C)cc(OC(C)C(=O)NCc3ccncc3)c12 (configuration not stated)	0.8	-0.2	-0.7	-29	-2	1
21	COc1cc([N+](=O)[O-])ccc1NC(=O)CCCOc1cc(C)ccc1C	1.6	1.1	-1.5	1	2	-2
22	CCCCCn1c(CN2CCN(C)CC2)nc2c1c(=O)n(C)c(=O)n2C	1.4	0.9	-0.7	0	3	0
23	COc1cccc(CN(C)C(=O)c2ccc(Oc3ccccc3)cc2)c1OC	0.6	-0.2	-1.4	1	1	-4
24	O=C(O)c1ccc(N2C(=O)CC(N3CCN(c4ccc(Cl)cc4)CC3)C2=O)cc1 (configuration not stated)	-0.2	0.3	-0.3	4	0	-1

cpd	ADAM10 inh	DAX1 inh-2	FXN GAA850 act	GC-B act	hcDAF-12 act
17	-1	1.1	-1.9	0	-0.9
18	-2	-0.4	0.2	-2	0.5
19	-10	-0.9	-0.9	0	-1.3
20	-114	-0.7	2.8	-14	-2.2
21	2	-0.6	-0.2	8	0.7
22	9	1.5	1.1	-5	0.3
23	-1	-0.6	1.6	3	-1.9
24	-2	-0.5	1.9	6	-0.4

(next part)
cpd	smiles	hgDAF12 agonist	DAX1 inh-1	ssDAF12 agonist	NPR1 activator	sPLA2-III inh	SMARCA2 act
25	CN(Cc1ccc2c(c1)CCCN2C)C(=O)[C@H]1O[C@@H](n2ccc(=O)[nH]c2=O)[C@H](O)[C@@H]1O	-1.9	-0.4	-1.1	1	-7	-3
26	CCOc1cccc(C2C(C#N)=C(N)Oc3cc(C)[nH]c(=O)c32)c1OCC (configuration not stated)	2.4	-0.1	-1.5	-4	8	0
27	COc1cccc(NC(=O)Nc2ccc3c(c2)nc(C)n3C)c1	20*	4.7*	-0.3	-1	-1	5
28	COc1ccc(C)cc1S(=O)(=O)N(C)CC(=O)N1CCC(C)CC1	0.6	0.7	-1.5	1	14	-3
29	COCCOCC(O)CN1CCN(c2ccc(C)cc2)CC1 (configuration not stated)	1.2	0.7	-1.1	3	13	-8
30	COc1ccc(S(=O)(=O)N(C)CC(=O)N2CCCC2)cc1Cl	-0.5	0.2	-1.7	3	-1	-3
31	COC(=O)c1ccc(NS(=O)(=O)c2ccc(SC)cc2)cc1	-0.4	0.5	-0.9	3	-20	0
32	O=C(CSc1nnc(NC2CC2)s1)Nc1ccc(N2CCOCC2)cc1	-1.6	-0.4	-1.4	-3	11	-2

cpd	ADAM10 inh	DAX1 inh-2	FXN GAA850 act	GC-B act	hcDAF-12 act
25	-51	x	x	-3	-2.3
26	-14	-0.1	-0.2	2	-1.8
27	0	-1.8	2.2	1	5.7*
28	-9	0.6	1.0	8	-1.4
29	0	-1.1	0.6	3	0.0
30	-1	0.1	0.9	-1	-0.6
31	4	1.2	-0.7	0	0.1
32	-5	0.0	0.8	-3	-1.3

Next part:
cpd	smiles	hgDAF12 agonist	DAX1 inh-1	ssDAF12 agonist	NPR1 activator	sPLA2-III inh	SMARCA2 act
33	Cc1ccc([N+](=O)[O-])cc1N=Cc1ccc(Br)s1	-2.0	-0.3	-1.4	1	6	1
34	CC1CCN(CCCNC(=O)c2ccc(CS(=O)(=O)Cc3ccccc3F)o2)CC1	1.8	0.2	-1.6	7	0	2
35	COc1ccccc1C1(CC(=O)O)CCOC(C(C)C)C1 (configuration not stated)	0.5	0.6	-1.1	4	3	1
36	CNC(=O)OCc1nc(SC2CCCCO2)n(C)c1COC(=O)NC (configuration not stated)	-0.5	0.5	-0.6	2	-1	-4
37	COc1ccccc1NC(=O)Nc1sccc1-c1nc2ccccc2s1	3.0	-0.9	-1.2	3	-4	0
38	Cc1cc(C(F)(F)F)nn1Cc1ccc(C(=O)NCc2ccco2)o1	-1.1	0.2	-0.4	-1	-6	0
39	COc1ccc(/C=C2\CCCC3C2=NN(C(=O)c2scnc2C)C3c2ccc(OC)c(OC)c2)cc1OC (configuration not stated)	-1.8	-0.2	-1.3	-4	-8	0
40	COc1ccc(C(CNC(=O)c2ccco2)N2CCCC2)cc1 (configuration not stated)	8.9	3.1	0.2	-5	6	3

cpd	ADAM10 inh	DAX1 inh-2	FXN GAA850 act	GC-B act	hcDAF-12 act
33	4	0.2	-0.1	5	2.0
34	2	0.6	-2.0	4	1.0
35	0	0.1	2.1	4	-0.4
36	5	x	x	-3	-0.1
37	-44	x	0.2	4	-0.7
38	3	-0.6	1.8	2	-1.8
39	10	0.1	1.7	-5	-1.1
40	-20	0.1	1.8	-9	0.4

Next section
cpd	smiles	hgDAF12 agonist	DAX1 inh-1	ssDAF12 agonist	NPR1 activator	sPLA2-III inh	SMARCA2 act
41	CC(NC(=O)CCn1ccc2cc(S(=O)(=O)N3CCCC3)ccc21)c1ccccc1 (configuration not stated)	1.5	-2.3	-1.2	1	-1	-2
42	Cc1ccc2sc(-c3ccc(NC(=O)c4cc(-n5cnnc5)ccc4Cl)cc3)nc2c1	11*	2.0	-1.2	0	-18	-1
43	COc1ccc(CC(=O)OC(C)C(=O)NC2CCCCC2C)cc1 (configuration not stated)	0.2	0.0	-1.1	3	7	-3
44	Cc1ccc(CCNS(=O)(=O)c2cc3c(cc2C)n(C)c(=O)c(=O)n3C)cc1	-6.0	-1.5	-1.5	-2	7	-2
45	COc1cc2c(cc1OC)C(=O)C(c1ccc3c(c1)OCO3)CC2 (configuration not stated)	-0.3	-1.4	-1.1	0	-2	2

cpd	ADAM10 inh	DAX1 inh-2	FXN GAA850 act	GC-B act	hcDAF-12 act
41	-3	0.3	0.2	4	-2.4
42	-207	0.9	3.0	6	0.7
43	-9	-0.2	0.5	2	1.3
44	-131	-0.1	1.3	0	-2.5
45	-6	2.2	1.3	2	-2.8

An excerpt from above in order of length of the SMILES, largest number first:
cpd	smiles	hgDAF12 agonist	DAX1 inh-1	ssDAF12 agonist	NPR1 activator	sPLA2-III inh	SMARCA2 act
39	COc1ccc(/C=C2\CCCC3C2=NN(C(=O)c2scnc2C)C3c2ccc(OC)c(OC)c2)cc1OC (configuration not stated)	-1.8	-0.2	-1.3	-4	-8	0
44	Cc1ccc(CCNS(=O)(=O)c2cc3c(cc2C)n(C)c(=O)c(=O)n3C)cc1	-6.0	-1.5	-1.5	-2	7	-2
41	CC(NC(=O)CCn1ccc2cc(S(=O)(=O)N3CCCC3)ccc21)c1ccccc1 (configuration not stated)	1.5	-2.3	-1.2	1	-1	-2
38	Cc1cc(C(F)(F)F)nn1Cc1ccc(C(=O)NCc2ccco2)o1	-1.1	0.2	-0.4	-1	-6	0
45	COc1cc2c(cc1OC)C(=O)C(c1ccc3c(c1)OCO3)CC2 (configuration not stated)	-0.3	-1.4	-1.1	0	-2	2

cpd	ADAM10 inh	DAX1 inh-2	FXN GAA850 act	GC-B act	hcDAF-12 act
39	10	0.1	1.7	-5	-1.1
44	-131	-0.1	1.3	0	-2.5
41	-3	0.3	0.2	4	-2.4
38	3	-0.6	1.8	2	-1.8
45	-6	2.2	1.3	2	-2.8
